PTEN del growth – suppresses growth of cells with PTEN deletion | HCT116 PTEN-null viability, CellTiter-Glo, 60 h; hits give low values | viability, % at 10 µM | actives 1.2% (n = 140,000);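 active means viability at or below a set limit, 4 SD under the median of all tested compounds, cut at about 3.7% in these data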;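 further: PTEN knockout HCT116 line with beta catenin targeted HCT116 as companion control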
E-sel TNF inh – blocks E-selectin expression induced by TNF alpha; inhibition, % at 2 µM; HUVEC TNFa-induced E-selectin immunofluorescence, high content; actives 0.71% (n = 120,000);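 active means inhibition above the batch mean plus 3 SD, and confirmed as a hit on visual image review, cut at about 43% in these data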;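 further: 0% = TNF-stimulated DMSO wells and 100% = unstimulated control wells; not every result past the cut was called active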
NPY-Y2 antag – blocks the human neuropeptide Y Y2 receptor; P49146; NPY-Y2 expressing cells, antagonist mode; inhibition, % at 2.7 µM; actives 0.99% (n = 140,000); in the data active means inhibition above about 17%;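 further: 0% = vehicle with agonist challenge and 100% = reference antagonist with challenge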
Target sequence (P49146 whole entry, looked up): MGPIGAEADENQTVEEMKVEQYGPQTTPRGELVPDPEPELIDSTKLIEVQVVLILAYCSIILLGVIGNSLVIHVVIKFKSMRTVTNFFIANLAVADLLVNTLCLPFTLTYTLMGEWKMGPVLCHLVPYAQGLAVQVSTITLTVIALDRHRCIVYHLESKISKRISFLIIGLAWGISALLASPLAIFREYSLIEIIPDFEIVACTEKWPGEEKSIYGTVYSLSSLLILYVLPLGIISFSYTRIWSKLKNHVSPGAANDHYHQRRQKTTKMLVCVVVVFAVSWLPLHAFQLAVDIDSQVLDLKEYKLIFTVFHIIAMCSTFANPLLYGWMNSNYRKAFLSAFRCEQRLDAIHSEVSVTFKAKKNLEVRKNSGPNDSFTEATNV
Phagocyt inh – blocks phagocytosis by macrophages; J774A.1 macrophage IgG-bead phagocytosis, imaging; inhibition, % at 5 µM; actives 0.07% (n = 110,000); AID 1029;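 active means inhibition above the mean of the plate negative controls plus 5 SD, cut at about 13% in these data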;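 further: phagocytic index as fraction of beads internalized from green versus red external bead signal; plate controls were DMSO negative control for no effect and cytochalasin-D positive control for full effect; some results beyond the cut were filed as inactive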
MRP1 act – activates MRP-1; H69AR cells + doxorubicin, viability rescue, CellTiter-Glo; viability increase, % at 10 µM; actives 0.61% (n = 140,000);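 active means viability gain under doxorubicin at or above a set limit, the compound median plus 3 SD, cut at about 4.7% in these data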;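 further: MRP-1 overexpressing cells given doxorubicin 25 µM after compound pretreatment; 18-22 h compound pretreatment then 72 h with doxorubicin before readout; 0% = doxorubicin-only wells and 100% = vehicle-treated cells without doxorubicin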
Measles CPE – protection of cells from measles virus. actives 1.5% (n = 140,000). protection (pct of control), % at 4 µM. AID 841. Measles virus-infected cells, CPE protection, absorbance; in the data active means protection mostly above about 24%, no sharp cut-off; inactive means mostly below about 26%; further: some compounds called inactive have numbers as strong as hits
BB579 growth dn – yeast BB579 growth reduction in restrictive medium; S. cerevisiae BB579 growth, OD615, 48 h; inhibition, % at 10 µM; actives 0.51% (n = 140,000); AID 804;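 active means inhibition above a set limit, 3 SD over the mean compound inhibition, cut at about 44% in these data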; further: inactives centre near -24
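Assay system – yeast BB579 (DeaD) · Dosing – single compound dose of 10 µM, 0.25% DMSO final · Detection – OD615 turbidity measurement · Buffer or medium – CSMM-D restrictive synthetic medium containing dextrose (glucose) · Benchmarks – positive control amphotericin B 10 µg/mL · Incubation – 48 h exposure, 30 °C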
Yeast lifespan up – yeast lifespan extension; S. cerevisiae growth with nicotinamide, OD615; deaD strain in restrictive glucose medium; inhibition of the nicotinamide effect, % at 10 µM; actives 0.68% (n = 130,000);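 active means inhibition above a set limit, placed 3 SD over the median of all compounds, cut at about 26% in these data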;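 further: 0% = nicotinamide-treated wells and 100% = cells grown without nicotinamide; some compounds called inactive have numbers as strong as hits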
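Assay system: engineered S. cerevisiae DeaD replicative-lifespan strain, galactose-grown log-phase cells; medium: restrictive CSMM-D dextrose medium; also added: nicotinamide, 1.5 mM, co-present with compound; schedule: 48 h compound exposure at 30 °C, humidified; detection: absorbance at 615 nm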
GALR2 antag – blocks the human galanin receptor 2; O43603; actives 0.39% (n = 140,000); inhibition, % at 4 µM; AID 828; GALR2-expressing cells, antagonist mode; in the data active means inhibition above about 27%;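 further: cells stimulated with galanin 1-16 at roughly its EC80; 0% = agonist challenge control and 100% = basal control without agonist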
Target sequence (O43603 whole entry, looked up): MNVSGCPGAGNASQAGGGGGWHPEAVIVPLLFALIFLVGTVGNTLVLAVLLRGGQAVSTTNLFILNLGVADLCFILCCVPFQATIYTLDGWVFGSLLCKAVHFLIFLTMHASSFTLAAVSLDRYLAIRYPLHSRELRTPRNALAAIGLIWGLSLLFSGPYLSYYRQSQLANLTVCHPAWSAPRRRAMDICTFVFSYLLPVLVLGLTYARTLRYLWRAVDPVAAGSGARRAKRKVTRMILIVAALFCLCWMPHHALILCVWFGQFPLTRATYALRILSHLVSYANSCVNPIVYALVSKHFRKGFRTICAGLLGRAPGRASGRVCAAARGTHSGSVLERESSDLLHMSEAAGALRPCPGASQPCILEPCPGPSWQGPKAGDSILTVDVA
bCat KO growth – beta-catenin-lacking colon tumor cell growth suppression | HCT116 beta-catenin knockout viability, CellTiter-Glo, 60 h; hits give low values | viability, % at 10 µM | actives 1.5% (n = 140,000);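 active means viability at or under a set limit, the compound median less 4 SD, cut at about 6% in these data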;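 further: 0% = Hyamine 1622 control at 20 µM and 100% = untreated cell control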
* = called active by the depositor; nt = not tested or not shown.

Every second line gives: PTEN del growth	E-sel TNF inh	NPY-Y2 antag	Phagocyt inh	MRP1 act	Measles CPE	BB579 growth dn	Yeast lifespan up	GALR2 antag	bCat KO growth
- CC(NC(=O)COC(=O)c1ccccc1Nc1ccccc1)c1ccccc1 (stereo unspecified)
  63	2	5	-11	4.2	5	-50	-3	-4	71
- CCC(C)NCCCCOc1ccc(C)cc1[N+](=O)[O-] (stereo unspecified)
  105	10	5	nt	-0.9	6	-8	2	-8	96
- Cc1ccc(S(=O)(=O)NCc2cn3ccsc3n2)c(C)c1
  96	nt	0	1	-1.1	17	-5	-7	-8	91
- N#CC1(c2ccccc2)CCCN1C(=O)c1ccccc1Cl (stereo unspecified)
  92	-5	4	0	-3.0	12	-16	2	-3	95
- COc1ccccc1C(=O)n1nc(-c2ccc(Cl)cc2)nc1N
  92	43	2	0	-0.4	3	-9	-14	5	99
- COCCNC(=O)c1cc2c(-c3ccccc3F)nn(C)c2s1
  79	nt	-1	nt	-3.5	21	-2	-6	14	91
- O=C(c1ccco1)N1CCN(c2ncnc3c2[nH]c2ccc(Cl)cc23)CC1
  98	1	3	1	-3.8	11	-61	19	-5	80
- COc1ccc(C2/C(=C(/O)c3ccccc3)C(=O)C(=O)N2c2ccccn2)c(OC)c1 (stereo unspecified)
  95	-18	0	1	-1.5	3	-9	6	0	93
- Cc1cc(Cl)ccc1OCCCC(N)=O
  103	12	2	0	-0.8	5	-44	-8	5	97
- Cc1ccc(C2CC(=O)N3CN(Cc4ccco4)CSC3=C2C#N)cc1 (stereo unspecified)
  83	-12	0	0	-3.6	3	-15	-17	0	89
- Cc1nc2ccccc2c2oc(C(=O)NCc3ccc4c(c3)OCO4)cc12
  71	nt	9	nt	-1.3	6	-20	-8	-14	60
- O=C(NCc1ccccn1)C1CCN(S(=O)(=O)c2cccs2)CC1
  107	35	0	0	-2.5	2	-6	-18	-7	91
- Nc1ccc(-n2ccnc2)cc1
  99	10	0	-3	0.0	9	19	-8	-3	107
- O=C(c1ccco1)N1CCN(C2CC(=O)N(c3ccc4c(c3)OCO4)C2=O)CC1 (stereo unspecified)
  100	-27	-4	-1	-0.6	2	-35	4	-5	101
- O=C1N/C(=N\N=C\c2cccs2)SC1Cc1cccc(Cl)c1Cl (stereo unspecified)
  15	3	5	5	-2.9	9	-14	-3	5	16
- Cn1ncc(Cl)c1C(=O)N1CCc2ccccc21
  98	nt	0	-1	-2.6	16	-36	-1	5	90
- CN(C)c1ccc(C2C3=C(CCCC3=O)OC3=C2C(=O)CCC3)cc1
  85	-9	1	0	-2.4	6	-13	-6	19	100
- CCOC(=O)CSc1nnc(-c2ccco2)n1C
  99	9	3	-1	-0.8	8	-39	-8	-8	98
- O=C(O)C1CC=CCC1C(=O)NCCc1ccccc1 (stereo unspecified)
  98	19	1	0	-1.6	15	-79	-5	-6	100
- Cc1cc(C)c(C(=O)CSc2nc(C)cc(C)c2C(N)=O)c(C)c1
  84	40	7	-11	-4.4	19	-27	3	8	81
- Cc1cccc(C(=O)NCCN2CCCC2)c1
  101	nt	1	nt	-1.0	6	-4	-1	1	93
- CCOC(=O)CCNC(=O)Nc1ccc2nc(C)n(Cc3ccccc3Cl)c(=O)c2c1
  83	-12	3	-1	-1.5	22	-42	-7	2	105
- O=C(COc1ccc2c(c1)C(=O)CC1(CCCCC1)O2)NCc1ccccc1
  93	18	6	2	-4.2	6	-10	-1	-2	85
- CCc1ccc(-c2ccc(C(=O)O)c(C)n2)cc1
  97	-3	2	-3	-1.4	8	-42	-4	9	97
- COc1ccc(-c2nc3ccccc3c(=O)n2NC(=S)N(C)C)cc1
  99	-14	3	-10	-2.8	30	6	4	0	100
- Cc1ccc2c(Cl)cc(Cl)c(OCC(=O)Nc3cc(S(=O)(=O)N(C)C)ccc3C)c2n1
  31	-7	2	0	-0.7	4	-18	5	-1	25
- S=C(NCc1ccco1)Nc1ccc(Cl)c(Cl)c1
  58	34	3	0	-4.7	1	-27	-12	3	58
- N#Cc1nc(-c2cccs2)oc1NCC1CCCO1 (stereo unspecified)
  98	31	5	-1	-0.9	11	-14	-26	-1	96
- C=CCn1c(SCC(=O)NCc2ccc3c(c2)OCO3)nc2scc(-c3ccccc3)c2c1=O
  79	-3	5	nt	-3.8	9	-21	-13	8	78
- O=C(CN1C(=O)c2cccc3cccc1c23)Nc1ccc(S(=O)(=O)N2CCOCC2)cc1
  76	-59	-1	nt	-0.1	6	2	nt	2	83

2 entries from above, bar-delimited:
Molecule | PTEN del growth | E-sel TNF inh | NPY-Y2 antag | Phagocyt inh | MRP1 act | Measles CPE | BB579 growth dn | Yeast lifespan up | GALR2 antag | bCat KO growth
C=CCn1c(SCC(=O)NCc2ccc3c(c2)OCO3)nc2scc(-c3ccccc3)c2c1=O | 79 | -3 | 5 | nt | -3.8 | 9 | -21 | -13 | 8 | 78
O=C(CN1C(=O)c2cccc3cccc1c23)Nc1ccc(S(=O)(=O)N2CCOCC2)cc1 | 76 | -59 | -1 | nt | -0.1 | 6 | 2 | nt | 2 | 83

Additional records.
Every second line gives: PTEN del growth	E-sel TNF inh	NPY-Y2 antag	Phagocyt inh	MRP1 act	Measles CPE	BB579 growth dn	Yeast lifespan up	GALR2 antag	bCat KO growth
- NC(=O)NC(=O)Nc1ccccc1Cl
  95	11	2	nt	-0.1	11	-32	18	2	87
- CC1(C)CC(=O)C(C#N)=C(NCCCO)C1
  94	-11	1	-1	-1.8	13	14	-6	-2	96
- O=C(c1ccccc1F)N1CCN(Cc2ccccc2F)CC1
  93	23	0	0	-1.0	1	-37	10	-6	94
- Cc1cc(C)cc(N2Cc3ccccc3C2)c1
  83	11	1	nt	-1.0	11	24	-8	4	85
- CCCc1ccc(C(=O)NNC(=O)c2ccc(Br)cc2)cc1
  99	5	4	0	0.4	7	-25	13	-3	83
- CCOc1ccc(-n2c(SCC(N)=O)nc3c([nH]c4ccccc43)c2=O)cc1
  69	23	0	0	-3.5	6	4	0	9	60
- COc1ccc2c(c1)CCc1c(C(=O)NCc3cccnc3)noc1-2
  96	-11	-1	1	-2.1	12	-2	-13	2	106
- O=C(CCCN1C(=O)c2ccccc2C1=O)NCc1cccnc1
  98	10	4	2	-0.7	7	-15	-3	-8	87
- Cc1c(C(=O)OCc2nc3scc(-c4ccccc4)c3c(=O)[nH]2)cccc1[N+](=O)[O-]
  93	2	4	9	-0.1	8	-31	-4	-1	91
- O=C(CCSCc1ccccc1Cl)NC1CCCC1
  88	-3	3	-8	-2.7	6	-39	-5	-12	88
- CCC1Oc2ccccc2N(CC(=O)Nc2ccc3c(c2)OCCO3)C1=O (stereo unspecified)
  83	-13	0	nt	-2.4	8	9	-4	-11	89
- Fc1ccccc1OCCSc1nc2ccccc2o1
  99	-25	6	-3	1.4	8	0	-15	0	100
- CCOC(=O)N1CCC(n2c(SCC(=O)Nc3ccccc3OC)nc3ccccc3c2=O)CC1
  69	23	16	2	-2.8	6	-18	-4	-6	84
- CN(C)C(=O)c1ccc(-c2nnc(NCc3ccccc3)c3ccccc23)cc1
  85	nt	0	-8	-2.5	11	-24	0	-4	90
- COc1cccc(/C=N/Nc2snc(SC)c2C#N)c1
  63	5	-3	nt	-2.9	9	-61	-28	14	63
- CCCCOc1ccc(S(=O)(=O)NNC(=O)C2Cc3c(ccc4ccccc34)O2)cc1 (stereo unspecified)
  84	5	11	0	-1.2	8	-31	-16	-2	81
- COc1ccc(NC(=O)N(C2CCCCC2)C2CCN(C(C)C)CC2)c(OC)c1
  90	22	2	nt	-2.0	25	-14	3	4	94
- Cc1cc(C)cc(Cn2ncc(Cl)c(Cl)c2=O)c1
  1.6*	21	0	-6	-5.3	4	-5	2	23	1.9*
- CN1C(=O)SC(Nc2ccccc2)C1=O (stereo unspecified)
  101	-16	0	nt	-3.6	24	-7	nt	1	82
- COCCCN1C(=O)C(O)=C(C(C)=O)C1c1cccc(F)c1 (stereo unspecified)
  85	-7	1	1	-0.1	6	-11	-14	-18	104
- CCOC(=O)c1cc2occc2n1CC(=O)Nc1ccc(OC)cc1OC
  89	nt	0	2	-0.4	4	-23	-4	9	92
- FC(F)(F)c1cc(-c2ccco2)nc(NCc2ccccc2)n1
  55	nt	-1	nt	-3.1	7	-27	-17	-1	62
- Cc1ccc(C2=Nc3ccccc3N=C(c3ccco3)C2)c(O)c1
  80	-26	4	nt	-3.9	2	-54	-18	0	86
- COc1cc(C2CC(=O)NC(SCC(=O)Nc3ccccc3C)=C2C#N)ccc1O (stereo unspecified)
  91	-30	0	-1	-2.9	4	-28	-7	-4	95
- Cc1ccc(-c2nc(N)sc2CC(=O)OCC(=O)N2C(C)CCCC2C)cc1 (stereo unspecified)
  94	nt	4	8	-2.7	6	-33	2	-11	85
- Cc1ccc2sc(NC(=O)CSc3nc(C)cc(C)c3C#N)nc2c1
  80	-4	3	nt	-3.5	4	-46	-9	-7	75
- O=C(Nc1cccc(NC(=O)c2cccs2)c1)c1ccco1
  89	-12	0	-2	-3.6	18	7	-7	11	96
- CCn1c(SCC(=O)Nc2ccc(NC(=O)c3ccco3)c(OC)c2)nc2ccccc2c1=O
  104	-17	1	2	0.5	11	-40	-2	-9	61
- O=c1cc(N2CCN(Cc3ccccc3)CC2)[nH]c(=O)n1-c1cccc(C(F)(F)F)c1
  82	-33	2	nt	-1.2	10	-37	nt	15	91
- COc1cc(/C=N/NC(=O)C(=O)N2CCCC2)ccc1O
  103	-42	-1	0	-0.8	0	-9	-4	5	101

Molecules above with a thiophene ring, fused or not (7):
Every second line gives: PTEN del growth	E-sel TNF inh	NPY-Y2 antag	Phagocyt inh	MRP1 act	Measles CPE	BB579 growth dn	Yeast lifespan up	GALR2 antag	bCat KO growth
- COCCNC(=O)c1cc2c(-c3ccccc3F)nn(C)c2s1
  79	nt	-1	nt	-3.5	21	-2	-6	14	91
- O=C(NCc1ccccn1)C1CCN(S(=O)(=O)c2cccs2)CC1
  107	35	0	0	-2.5	2	-6	-18	-7	91
- O=C1N/C(=N\N=C\c2cccs2)SC1Cc1cccc(Cl)c1Cl (stereo unspecified)
  15	3	5	5	-2.9	9	-14	-3	5	16
- N#Cc1nc(-c2cccs2)oc1NCC1CCCO1 (stereo unspecified)
  98	31	5	-1	-0.9	11	-14	-26	-1	96
- C=CCn1c(SCC(=O)NCc2ccc3c(c2)OCO3)nc2scc(-c3ccccc3)c2c1=O
  79	-3	5	nt	-3.8	9	-21	-13	8	78
- Cc1c(C(=O)OCc2nc3scc(-c4ccccc4)c3c(=O)[nH]2)cccc1[N+](=O)[O-]
  93	2	4	9	-0.1	8	-31	-4	-1	91
- O=C(Nc1cccc(NC(=O)c2cccs2)c1)c1ccco1
  89	-12	0	-2	-3.6	18	7	-7	11	96

Bioassay records as filed in PubChem.
